From PubChem
FXIIa inh 1536: factor XIIa (human) inhibition. P00748. purified FXIIa, Boc-QGR-AMC fluorogenic substrate, 2 h. inhibition, % at 5 µM. 0.3% of 220,000 active. AID 800; in the data active means inhibition above about 40%;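 further: 0% = enzyme with no compound and 100% = blank without enzyme; many of its hits are not listed in these tables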
Furin inh: inhibitors of human furin; P09958; purified furin, fluorogenic substrate cleavage; inhibition, % at 30 µM; 0.061% of 220,000 active; AID 463115; in the data active means inhibition above about 25%; further: inactives centre near -15
thrombin 1536: blocks human thrombin protease activity; P00734; alpha-thrombin, Boc-VPR-AMC fluorogenic substrate cleavage; inhibition, % at 5 µM; 0.26% of 220,000 active; AID 1046;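 active means inhibition at or above 40%; inactive means inhibition below 40%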;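 further: 0% = enzyme with no compound and 100% = wells without enzyme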
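System: human alpha-thrombin protein; Compound dosing: one concentration per compound, 5 µM, with 0.2% DMSO; Timing: reaction at room temperature; Technique: AMC fluorescence, 355/460 nm; Controls: enzyme without compound as high, wells lacking enzyme as low.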
Cl transport mod: KCC2 (human) Cl- transport modulation. Q9H2X9. AID 1456. B-score of Tl+ flux slope (higher = more flux/activation; lower = inhibition) at 10 µM. KCC2 cells, thallium flux FluoZin-2 fluorescence. 2.2% of 190,000 active;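 active means thallium flux slope and its plate-corrected score both differing from the plate sample mean at a set confidence after two filtering rounds, in either direction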;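 further: slope of fluorescence scaled to starting intensity during 10 to 20 s after thallium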
Wee1 stabilizer: blocks degradation of human Wee1 kinase; P30291; HeLa Luc-Wee1K328M stability, luciferase luminescence; 100% = proteasome inhibitor MG132 effect; reporter increase, % at 5 µM; 1.2% of 220,000 active;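 active means activation above the mean of all tested compounds plus 3 SD, set per screening run, cut at about 8.8% in these data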;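 further: cells exposed to compound for 20 h before luminescence read; 0% = DMSO alone and 100% = MG132 at 30 µM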
p97 ATPase inh: blocks human p97 ATPase activity; AID 1481; P55072; 0.42% of 220,000 active; inhibition, % at 8 µM; recombinant p97 ATPase, Kinase-Glo ATP luminescence, 3 h; in the data active means inhibition above about 15%;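 further: 0% = DMSO vehicle and 100% = wells lacking enzyme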
Target sequence (P55072 whole entry, looked up): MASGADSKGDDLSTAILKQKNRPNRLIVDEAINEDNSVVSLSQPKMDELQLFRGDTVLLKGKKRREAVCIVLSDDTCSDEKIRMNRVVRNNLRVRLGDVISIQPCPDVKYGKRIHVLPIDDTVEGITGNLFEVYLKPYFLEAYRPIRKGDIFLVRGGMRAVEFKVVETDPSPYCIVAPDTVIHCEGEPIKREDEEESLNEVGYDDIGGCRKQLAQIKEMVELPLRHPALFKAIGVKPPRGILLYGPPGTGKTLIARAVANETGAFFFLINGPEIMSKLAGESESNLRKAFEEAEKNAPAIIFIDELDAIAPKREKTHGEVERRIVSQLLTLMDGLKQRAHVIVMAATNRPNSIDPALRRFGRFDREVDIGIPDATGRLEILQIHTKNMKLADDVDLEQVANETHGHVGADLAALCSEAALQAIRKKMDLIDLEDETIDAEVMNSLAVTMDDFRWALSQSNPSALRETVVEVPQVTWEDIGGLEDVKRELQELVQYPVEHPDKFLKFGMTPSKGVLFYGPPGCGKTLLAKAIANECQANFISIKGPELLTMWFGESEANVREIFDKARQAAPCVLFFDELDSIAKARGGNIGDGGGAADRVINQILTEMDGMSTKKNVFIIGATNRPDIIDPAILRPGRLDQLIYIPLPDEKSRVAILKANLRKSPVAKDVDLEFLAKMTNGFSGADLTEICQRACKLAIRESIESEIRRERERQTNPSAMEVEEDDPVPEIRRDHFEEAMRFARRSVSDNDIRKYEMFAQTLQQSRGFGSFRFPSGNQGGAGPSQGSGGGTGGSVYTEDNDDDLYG
KLK5 inh: kallikrein 5 (human) inhibition | Q9Y337 | recombinant hK5, fluorogenic AMC substrate cleavage | inhibition, % at 5 µM | 0.59% of 210,000 active | AID 873;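 active means inhibition of 40% or more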;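 further: 0% = enzyme controls without compound and 100% = no-enzyme blanks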
Target sequence (Q9Y337 67-293 limits assumed): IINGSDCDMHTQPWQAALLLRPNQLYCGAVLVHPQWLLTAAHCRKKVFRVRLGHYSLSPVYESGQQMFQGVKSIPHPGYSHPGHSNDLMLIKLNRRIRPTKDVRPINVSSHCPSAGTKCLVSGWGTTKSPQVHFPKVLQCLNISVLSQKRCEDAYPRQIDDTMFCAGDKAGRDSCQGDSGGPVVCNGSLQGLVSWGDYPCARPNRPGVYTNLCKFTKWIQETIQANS
PERK inhibitor: inhibitors of human PERK kinase. CHO PERK-DD fusion, SEAP luminescence translation reporter. inhibition, % at 5.6 µM. 0.17% of 220,000 active;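 active means inhibition above the mean inhibition of all tested compounds plus 3 SD, set separately per screening campaign, cut at about 2.9% in these data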;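 further: PERK kinase domain activated by AP20187 dimerizer at 100 nM; 0% = DMSO with dimerizer and 100% = rapamycin at 8.4 µM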
FXIa inh 1536: inhibitors of human coagulation factor XIa; P03951; purified FXIa, Boc-Glu-Ala-Arg-AMC fluorogenic substrate; inhibition, % at 5 µM; 0.14% of 220,000 active; AID 798;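 active means inhibition of at least 40%; inactive means inhibition below 40%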;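 further: fluorescence of freed AMC excited at 355 nm; 0% = enzyme without compound and 100% = no enzyme blank; many of its hits are not listed in these tables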
Active calls of the source: *; / = not tested or not shown; & = joins results of further samples; [ ] = dose if it differs, or a comment.

SMILES | FXIIa inh 1536 | Furin inh | thrombin 1536 | Cl transport mod | Wee1 stabilizer | p97 ATPase inh | KLK5 inh | PERK inhibitor | FXIa inh 1536
CCCCN(CCCNC(=O)c1ccc2nc(N3CCOCC3)sc2c1)Cc1ccccc1 | 23 | -11[20 µM] | 1 | -0.88 | 8 | -3 | -2 | -0.1 | 14
O=C(/C=C/c1cccc(Cl)c1)c1nc2ccccc2[nH]1 | -6 | -8[20 µM] | 3 | 0.003 | -1 | 4 | 9 | -0.6 | -1
CCCn1c(N)c(CC)c(=O)[nH]c1=O | 3 | -23 | -3 | 0.27 | 2 | 10 | -6 | 0.9 | -2
O=C1CCC(=O)N1c1ccc(NCCc2cccc(F)c2)c([N+](=O)[O-])c1 | 5 | -27 | 4 | -2.2 | 0 | 1 | -4 | 1.3 | -1
CC(=O)c1cc(NC(=O)c2ccc(C)cc2)c(=O)oc1/C=C/N(C)C | -5 | -7[20 µM] | 2 | / | 1 | 2 | 8 | 0.7 | -3
O=C(c1c(Cl)cccc1Cl)N1CCN(c2ccccn2)CC1 | 15 | 12[20 µM] | 10 | -1.1 | 4 | 7 | 34 | -0.3 | 3
CNC(=O)Nc1cccc(-c2cc(-c3c(Cl)cccc3Cl)no2)c1 | 9 | -13 | -1 | / | 3 | -4 | 0 | 1.2 | 2
O=C(NOC(=O)c1ccccc1F)c1ccc(OC(F)F)cc1 | 9 | -13 | -9 | -0.026 | 1 | 4 | 2 | 0.2 | 2
O=c1[nH]c2ccccc2nc1/C=C/c1ccccc1 | 2 | -27 | -5 | -0.038 | -2 | 4 | 8 | 1.4 | -2
CN1OC(COC(=O)c2ccccc2)CC1c1ccccc1 (centres undefined) | 9 | -13[20 µM] | 0 | -1.3 | -1 | 0 | -23 | -0.2 | -9
O=C(CCN1C(=O)S/C(=C\c2ccccc2)C1=O)N1CCOCC1 | / | 8[20 µM] | / | / | 0 | 3 | / | 0.9 | /
C/C(CC(=O)Nc1ccc(N(C)C)cc1)=N\NC(=O)c1ccncc1 | 6 | -17 | -4 | -0.0096 | -2 | 5 | -3 | 0.8 | -5
COC(=O)C(C)Sc1nc2c(c(=O)[nH]c(=O)n2C)n1CCCc1ccccc1 (centres undefined) | -2 | -4 | -2 | / | 3 | -5 | -11 | -1.2 | -9
COCCNC(=O)CCc1c(C)nc2c(-c3ccc(F)cc3)c(C)nn2c1C | 6 | -18 | 6 | / | -3 | 2 | -10 | -0.4 | -1
Cc1ccc(CNC(=O)CSc2nc(C)cs2)cc1 | 0 | -23 | -3 | -0.45 | -2 | 2 | -24 | 1.6 | 2
Oc1ccc(N2CCN(c3ncnc4sc(-c5ccccc5)cc34)CC2)cc1 | 30 | -5 | 16 | -0.16 | 0 | -1 | 39 | 0.4 | 31
CSc1cccc(NC(=O)CN(c2cccc(C)c2)S(C)(=O)=O)c1 | 12 | -11[20 µM] | -1 | -1.1 | 0 | 3 | 3 | 1.2 | 7
COc1cc(C(O)c2nc3ccccc3n2C)cc(OC)c1OC (centres undefined) | 3 | -15 | -6 | / | -3 | -1 | 0 | -0.1 | -5
CCOC(=O)NC(=O)CSc1nnnn1-c1ccc(C)cc1 | 6 | -8 | -6 | -0.73 | -2 | -2 | -21 | -0.3 | 1
COCC(=O)N(Cc1ccco1)c1nnc(C2CCOC2)s1 (centres undefined) | 17 | -15[20 µM] | -2 | / | 0 | 1 | -4 | 0.2 | 4
Cc1ccc(S(=O)(=O)/N=C(\N)Nc2nc(C)c3ccc(C)cc3n2)cc1 | 13 | -13[20 µM] | 3 | / | 1 | -6 | -2 | -0.9 | -2
Cc1ccc(C)c(NS(=O)(=O)c2cc(C(=O)NCc3ccco3)ccc2C)c1 | 29 | 3[20 µM] | 10 | / | 0 | -5 | 14 | -1.0 | 0
CCc1ccc(-c2nn(-c3ccccc3)cc2CSC(=N)N)cc1 | 6 | -13 | -7 | 0.091 | 2 | 8 | -20 | -1.0 | 6
O=C(NCc1ccccc1)c1cc[n+](Cc2ccccc2)cc1 | 4 | -27 | -1 | 0.68 | -1 | 3 | -19 | 0.9 | -1
COc1ccc2[nH]c3c(NCCN4CCCCC4)ncnc3c2c1 | 3 | -8 | -5 | -5.2* | 0 | -1 | -1 | -1.3 | -3

Eight entries from above, set out differently:
Results follow in this order: FXIIa inh 1536 | Furin inh | thrombin 1536 | Cl transport mod | Wee1 stabilizer | p97 ATPase inh | KLK5 inh | PERK inhibitor | FXIa inh 1536
> CCCCN(CCCNC(=O)c1ccc2nc(N3CCOCC3)sc2c1)Cc1ccccc1
 : 23 | -11[20 µM] | 1 | -0.88 | 8 | -3 | -2 | -0.1 | 14
> O=C(/C=C/c1cccc(Cl)c1)c1nc2ccccc2[nH]1
 : -6 | -8[20 µM] | 3 | 0.003 | -1 | 4 | 9 | -0.6 | -1
> CCCn1c(N)c(CC)c(=O)[nH]c1=O
 : 3 | -23 | -3 | 0.27 | 2 | 10 | -6 | 0.9 | -2
> O=C1CCC(=O)N1c1ccc(NCCc2cccc(F)c2)c([N+](=O)[O-])c1
 : 5 | -27 | 4 | -2.2 | 0 | 1 | -4 | 1.3 | -1
> CC(=O)c1cc(NC(=O)c2ccc(C)cc2)c(=O)oc1/C=C/N(C)C
 : -5 | -7[20 µM] | 2 | / | 1 | 2 | 8 | 0.7 | -3
> O=C(c1c(Cl)cccc1Cl)N1CCN(c2ccccn2)CC1
 : 15 | 12[20 µM] | 10 | -1.1 | 4 | 7 | 34 | -0.3 | 3
> CNC(=O)Nc1cccc(-c2cc(-c3c(Cl)cccc3Cl)no2)c1
 : 9 | -13 | -1 | / | 3 | -4 | 0 | 1.2 | 2
> O=C(NOC(=O)c1ccccc1F)c1ccc(OC(F)F)cc1
 : 9 | -13 | -9 | -0.026 | 1 | 4 | 2 | 0.2 | 2

Following part.
SMILES | FXIIa inh 1536 | Furin inh | thrombin 1536 | Cl transport mod | Wee1 stabilizer | p97 ATPase inh | KLK5 inh | PERK inhibitor | FXIa inh 1536
N#CCCn1cc(C(N)=O)c(-c2cccs2)n1 | 14 | -13 | 4 | 0.064 | -1 | 3 | / | 0.7 | 3
Cc1ccc(-c2nn3c(C)nnc3s2)cc1NC(=O)c1cccs1 | -6 | -19[20 µM] | 26 | / | -1 | 0 | -15 | -1.1 | -2
CC(C)Cc1nnc(NC(=O)CCC(=O)Nc2ccccc2F)s1 | 6 | -16 | -3 | 0.55 | 0 | 2 | 1 | 2.4 | 4
CCOC(=O)c1cnc(SC)nc1Nc1cccc(F)c1 | 14 | -13 | -3 | / | -1 | 4 | 0 | 0.6 | 1
O=C(O)C1CCN(S(=O)(=O)N2CCOCC2)CC1 | -2 | -8 | -22 | 1.1 | 8 | -3 | 5 | 0.1 | 5
CCOC(=O)c1ccc(S(=O)(=O)NCCN2CCOCC2)cc1 | 12 | -1 | -2 | 0.045 | 3 | -2 | 3 | 0.8 | 2
Cc1ccc(-c2nn3nnnc3c3ccccc23)cc1 | 20 | -21 | 7 | -0.38 | 0 | 8 | -14 | 0.8 | 5
c1ccc(-c2nc3ccccc3s2)nc1 | 13&6 | -24&-16 | 0 | -0.49&-0.53 | 0&2 | 0&-4 | 4&3 | 1.0&0.9 | 5&1
CC(=O)Nc1ccc(S(=O)(=O)Nc2c(C)nn(-c3ccccc3)c2C)cc1 | 14 | -20[20 µM] | 2 | / | 0 | 2 | -2 | 0.5 | 1
COc1cccc(-c2nn(-c3ccccc3)cc2C(=O)Nc2nccs2)c1 | -6 | -12[20 µM] | -6 | -0.17 | 2 | 1 | -2 | -1.2 | -6
Cc1nc2ccccc2nc(C)c1=NOCc1ccc(C#N)cc1 | 5 | -1 | -8 | -0.84 | -1 | 4 | -21 | 0.6 | 0
O=C(Nc1cnn(Cc2ccc(Cl)c(Cl)c2)c1)c1nc2ncccn2n1 | 8 | -12[20 µM] | 2 | 1.6 | -1 | -7 | 7 | -2.1 | 12
COc1ccc2oc(C)c(C(=O)c3ccc([N+](=O)[O-])cc3)c2c1 | 6 | -13 | -3 | -0.81 | 2 | 3 | -5 | -0.2 | -2
COc1ccc(C)cc1-n1nnnc1SC/C(O)=C(\C#N)c1nc2ccccc2[nH]1 | 13 | -14[20 µM] | 12 | 1.9 | 1 | 4 | -27 | 0.6 | 4
CCc1cccc(CC)c1NC(=S)NCc1ccc2[nH]c(C)cc2c1 | 8 | -14 | -3 | -1.1 | 0 | 3 | -10 | -0.2 | 1
Cc1nc(SCn2nnc3ccccc3c2=O)nc(C)c1C | 15 | -19 | 6 | -0.41 | -4 | 2 | -1 | -0.4 | -4
COc1ccc(CCNS(=O)(=O)c2cccc(S(=O)(=O)N3CCCC3)c2)cc1OC | 8 | -21 | -1 | -0.088 | 2 | 4 | -20 | -0.2 | -2
CCN(CCn1cccn1)C(=O)c1cc(COc2c(F)cccc2F)on1 | 10 | -31 | -7 | -1.5 | -1 | 6 | 2 | 0.3 | -4
NNC(=S)Nc1ccc(OC(F)(F)F)cc1 | 1 | -16 | -5 | 0.55 | 2 | 3 | -2 | 0.1 | 1
Cc1cc2ccccc2n1CCNCc1c(C(=O)N2CCOCC2)nc2ccccn12 | 7 | -20 | 2 | -0.52 | 3 | 1 | 2 | -1.6 | 2
c1ccc(-c2ccc(-c3nc(-c4ccccn4)no3)cc2)cc1 | -8 | -12[20 µM] | 3 | / | -5 | -41 | -7 | 0.9 | 5
CCC(=O)Nc1cc(C(C)C)c(O)cc1C | 18 | -19[20 µM] | 18 | -0.41 | -1 | 3 | 83* | 2.1 | 6
Nc1cccc(-c2nnc3n2CCCCC3)c1 | 8 | -11 | -15 | 0.54 | 4 | -2 | -2 | -0.4 | -5
Cc1ccc(OCC(=O)N2N=C(c3ccc(Cl)cc3)CC2c2ccco2)c([N+](=O)[O-])n1 (centres undefined) | 3 | -12 | -17 | 0.21 | 1 | -5 | -5 | 0.1 | -6
CCN(CC)CCCNc1oc(-c2ccccc2[N+](=O)[O-])nc1C#N | 5 | -22 | -4 | 0.48 | 4 | 0 | -9 | 0.7 | 5

Next section:
SMILES | FXIIa inh 1536 | Furin inh | thrombin 1536 | Cl transport mod | Wee1 stabilizer | p97 ATPase inh | KLK5 inh | PERK inhibitor | FXIa inh 1536
Cc1ccc2oc(=O)c3cc(C(=O)NCCN4CCc5ccccc5C4)sc3c2c1 | 12 | -12 | -3 | 1.3 | 0 | -1 | -7 | -0.2 | 19
COc1ccc(Nc2ncnc3nc[nH]c23)cc1OC | 8 | -11 | -7 | -3.9 | 0 | 2 | -8 | 0.8 | -4
O=C(c1ccccc1NS(=O)(=O)c1ccc(Br)s1)N1CCCC1 | -4 | -5[20 µM] | 2 | 0.81 | -2 | 5 | -10 | 1.4 | 2
COCc1[nH]nc2c1C(c1ccc(OC)c(OC)c1)C(C#N)=C(N)O2 (centres undefined) | 20 | -10 | 0 | -0.35 | 0 | 10 | 5 | 0.8 | 9
CCN(CC)CC#CCC1(O)c2ccccc2-c2ccccc21 | 4 | -19[20 µM] | -1 | -0.65 | -3 | -4 | -6 | -0.9 | 1
CC(C)C(=O)Nc1c2c(nc3c1CCC3)CCCC2 | 9 | -17[20 µM] | -5 | / | 0 | 1 | -7 | 0.8 | 3
CN1/C(=C\C(=O)c2cccnc2)Sc2ccccc21 | 8 | -6 | -10 | -3 | 13* | -5 | 4 | -0.5 | -1
COc1cc2c(cc1OC)C(C(=O)Nc1ccc3c(c1)OCCO3)C1c3ccccc3CCN1C2=O (centres undefined) | 0 | -26 | -2 | / | -1 | 6 | -7 | 0.1 | -5
O=c1onc(-c2ccc(Cl)cc2)n1Cc1ccc(F)cc1 | 11 | -6 | 1 | 1.7 | -1 | 5 | -20 | 0.7 | 8
Cc1cccc(OCC(=O)NC(Cc2c[nH]c3ccccc23)C(=O)O)c1C (centres undefined) | 11 | -18 | -5 | -0.077 | -2 | 3 | / | -0.1 | -1
